# RPL19A-GFP yeast = modulators of TOR pathway RPL19A-GFP in S. cerevisiae; S. cerevisiae RPL19A-GFP strain, flow cytometry, 3 h; stronger effect = lower value; percent response vs DMSO, % at 10 µM; actives 0.3% (n = 330,000); AID 2025;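 active = percent response vs DMSO below 50%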;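 note: median channel GFP fluorescence of the barcoded RPL19A-GFP strain; ratio of sample median GFP to plate DMSO average so 100% = DMSO; lower means less RPL19A-GFP as with rapamycin TOR inhibition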
# proCasp7 act = counter-screen for procaspase-3 activators: activators of human procaspase-7 | AID 463210 | P55210 | actives 0.093% (n = 330,000) | recombinant procaspase-7, Ac-DEVD-pNA absorbance 405 nm; D23A/D198A/D206A triple mutant, cannot self-cleave; scale: DMSO 0, 5 µM enzyme 100 | activation, % at 8.5 µM;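 active = percent activation above the screen-wide mean plus 3 SD, cut at about 25% in these data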
#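 System: Uncleavable procaspase-7 mutant enzyme; Amount: 2 µM procaspase-7 mutant as dispensed; Schedule: 1 h compound preincubation, 2 h substrate cleavage, 25 °C; Measured by: 405 nm absorbance of p-nitroaniline; Evaluation: percent activation from buffer-corrected 0–120 min absorbance change; Control set: low DMSO alone, high DMSO plus 5 µM PC-7.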
# AGP1 TOR yeast = yeast TOR pathway AGP1-GFP modulation. S. cerevisiae AGP1-GFP multiplex flow cytometry, 3 h; GFP as percent of DMSO wells. GFP response vs DMSO, % at 10 µM. actives 0.02% (n = 320,000);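 active = GFP response relative to DMSO above a set limit, near screen average plus 3 SD, cut at about 150% in these data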;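 note: median GFP channel fluorescence of the gated AGP1 strain per well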
# AHR activator = human AHR activation. activation, % at 5 µM. AHR-responsive luciferase reporter cells, luminescence. P35869. actives 2.5% (n = 320,000); in the data active = activation above about 47%;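 note: 0% = vehicle wells and 100% = reference agonist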
# Target sequence (P35869 whole entry, looked up): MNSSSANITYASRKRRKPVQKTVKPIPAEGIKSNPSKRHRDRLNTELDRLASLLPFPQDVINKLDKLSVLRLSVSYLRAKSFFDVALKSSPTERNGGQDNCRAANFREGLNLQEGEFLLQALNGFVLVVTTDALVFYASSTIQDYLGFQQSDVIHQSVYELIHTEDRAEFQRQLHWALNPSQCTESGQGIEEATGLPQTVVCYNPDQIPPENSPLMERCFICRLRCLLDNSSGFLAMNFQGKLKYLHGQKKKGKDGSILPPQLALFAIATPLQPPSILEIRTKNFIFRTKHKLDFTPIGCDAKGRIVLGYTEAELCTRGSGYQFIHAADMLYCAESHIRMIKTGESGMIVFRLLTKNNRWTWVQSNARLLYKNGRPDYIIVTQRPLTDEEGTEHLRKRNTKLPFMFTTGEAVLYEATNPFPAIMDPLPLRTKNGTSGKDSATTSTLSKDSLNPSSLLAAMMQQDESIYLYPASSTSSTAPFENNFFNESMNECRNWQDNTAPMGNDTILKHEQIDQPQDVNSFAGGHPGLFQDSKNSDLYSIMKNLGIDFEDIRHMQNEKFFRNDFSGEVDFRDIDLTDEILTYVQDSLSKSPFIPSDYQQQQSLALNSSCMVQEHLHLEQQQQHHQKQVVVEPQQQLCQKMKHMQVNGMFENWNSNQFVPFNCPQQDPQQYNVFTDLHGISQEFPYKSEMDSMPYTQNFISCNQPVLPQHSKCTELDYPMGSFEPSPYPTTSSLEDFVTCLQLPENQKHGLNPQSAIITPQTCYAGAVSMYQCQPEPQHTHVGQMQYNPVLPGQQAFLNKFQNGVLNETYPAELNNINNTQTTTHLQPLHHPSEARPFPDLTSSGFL
# proCasp3 act = activators of human procaspase-3; actives 0.11% (n = 330,000); activation, % at 8.5 µM; AID 463141; P42574; recombinant procaspase-3 D3A, Ac-DEVD-pNA absorbance 405 nm;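 active = activation above the mean of all tested compounds plus 3 SD, cut at about 21% in these data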;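 note: 0% = DMSO alone and 100% = DMSO wells spiked with extra 5 µM PC-3 D3A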
# Target sequence (P42574 whole entry D9A/D28A/D175A): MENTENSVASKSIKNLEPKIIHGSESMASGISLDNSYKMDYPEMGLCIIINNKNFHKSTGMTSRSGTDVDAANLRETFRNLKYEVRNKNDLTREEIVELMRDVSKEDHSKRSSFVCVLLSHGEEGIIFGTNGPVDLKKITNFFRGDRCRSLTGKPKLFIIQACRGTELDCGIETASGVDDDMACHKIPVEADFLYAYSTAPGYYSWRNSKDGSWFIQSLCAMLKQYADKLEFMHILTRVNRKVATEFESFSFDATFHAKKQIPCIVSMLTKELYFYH
#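 material = Procaspase-3 D3A mutant | probe or stimulus = Ac-DEVD-pNA | compound = single dose, 8.5 µM nominal compound, 0.8% DMSO | timing = 1 h preincubation, 2 h reaction | measured by = 405 nm absorbance of p-nitroaniline, reads at 0 and 120 min | benchmarks = DMSO-only low control, 5 µM PC-3 D3A high control | repeats = singlicate, each compound tested once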
# LAP4 TOR yeast = yeast TOR pathway LAP4-GFP modulation; S. cerevisiae LAP4-GFP multiplex, flow cytometry GFP, 3 h; median GFP as percent of DMSO wells; GFP response vs DMSO, % at 10 µM; actives 0.34% (n = 320,000); AID 2023;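 active = GFP response vs DMSO above a set limit, about the screen mean plus 3 SD, cut at about 150% in these data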
# CIT2 TOR yeast = yeast TOR pathway CIT2-GFP modulation; S. cerevisiae CIT2-GFP strain, flow cytometry, 3 h; 100 means same as DMSO wells; GFP response vs DMSO, % at 10 µM; actives 0.065% (n = 320,000); AID 2029;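 active = GFP response relative to DMSO above a set limit, near the screen mean plus 3 SD, cut at about 150% in these data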;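 note: ratio of well median GFP fluorescence to mean of DMSO wells on the plate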
# MEP2-GFP yeast = alters MEP2-GFP fluorescence in TOR pathway yeast screen; S. cerevisiae MEP2-GFP strain, flow cytometry GFP, 3 h; 100% = DMSO control level; actives 0.51% (n = 330,000); GFP response vs DMSO, % at 10 µM;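 active = GFP response versus DMSO above a set limit, roughly screen mean plus 3 SD, cut at about 180% in these data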;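 note: median GFP fluorescence of the barcode-gated MEP2-GFP cells per well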
# Numbers without * were called inactive; . = no result given; [ ] = another dose, or the depositor's remark.
# The opening 3 entries (preview)
# Field names – A = RPL19A-GFP yeast; B = proCasp7 act; C = AGP1 TOR yeast; D = AHR activator; E = proCasp3 act; F = LAP4 TOR yeast; G = CIT2 TOR yeast; H = MEP2-GFP yeast
> CC(OCC(O)CN(C)CCOc1ccccc1)c1ccc(Cl)cc1 (configuration not stated)
  A: 98	B: 5	C: 102	D: -1	E: 0	F: 88	G: 99	H: 104

> N/C(=N\c1nc2ccccc2o1)NC(=O)c1cccc(Cl)c1
  A: 109	B: -4	C: 118	D: 31	E: -5	F: 114	G: 109	H: 98

> Cc1ccc(/C=C(/C#N)C(=O)NC(C)c2ccccc2)o1 (configuration not stated)
  A: 100	B: 8	C: 97	D: -5	E: -6	F: 96	G: 95	H: 96

# Main list, from the first entry:
# Field names – A = RPL19A-GFP yeast; B = proCasp7 act; C = AGP1 TOR yeast; D = AHR activator; E = proCasp3 act; F = LAP4 TOR yeast; G = CIT2 TOR yeast; H = MEP2-GFP yeast
> CC(OCC(O)CN(C)CCOc1ccccc1)c1ccc(Cl)cc1 (configuration not stated)
  A: 98	B: 5	C: 102	D: -1	E: 0	F: 88	G: 99	H: 104

> N/C(=N\c1nc2ccccc2o1)NC(=O)c1cccc(Cl)c1
  A: 109	B: -4	C: 118	D: 31	E: -5	F: 114	G: 109	H: 98

> Cc1ccc(/C=C(/C#N)C(=O)NC(C)c2ccccc2)o1 (configuration not stated)
  A: 100	B: 8	C: 97	D: -5	E: -6	F: 96	G: 95	H: 96

> O=C(NCCSCc1ccc(Cl)cc1Cl)c1ccc(CN2CCOCC2)cc1
  A: 95	B: -4	C: 102	D: 0	E: 6	F: 100	G: 99	H: 105

> O=C(Nc1ccc(Cl)cc1Cl)NC1CCN(S(=O)(=O)c2ccc(F)cc2)CC1
  A: 100	B: -5	C: 117	D: 1	E: -3	F: 128	G: 125	H: 124

> CCC(=O)N(Cc1cc(=O)[nH]c2ccccc12)C1CCCCC1
  A: 103	B: 2	C: 104	D: 5	E: 6	F: 98	G: 109	H: 103

> C/C=C(\C)C(=O)O[C@@H]([C@H](O)c1cc2ccc(=O)oc2cc1OC)C(C)(C)O
  A: 97	B: 12	C: 99	D: 0	E: -4	F: 99	G: 99	H: 94

> COc1ccc(NC(=O)C2=CC(c3cccs3)=NS(=O)(=O)N2C)cc1
  A: 103	B: 10	C: 101	D: 3	E: 7	F: 94	G: 101	H: 95

> CCOC(=O)c1c(C)[nH]c(C(=O)NNC(=O)c2ccc(Br)cc2)c1C
  A: 92	B: 15	C: 91	D: 5	E: 3	F: 93	G: 91	H: 102

> Cc1cnc(C(=O)OCc2ccc(COC(=O)c3cnc(C)cn3)cc2)cn1
  A: 103	B: 1	C: 83	D: 4	E: 7	F: 94	G: 84	H: 111

> COC(=O)CNC(=O)C1Nc2ccc(OC(F)(F)F)cc2C2C=CCC12 (configuration not stated)
  A: 101	B: -1	C: 84	D: 4	E: -8	F: 108	G: 80	H: 88

> COc1ccccc1C(=O)NCC(=O)N1CCN(c2ncccn2)CC1
  A: 103	B: 2	C: 107	D: 0	E: 7	F: 107	G: 100	H: 106

> O=C(NNC(=O)c1cnccc1C(F)(F)F)c1cccc(Cl)c1
  A: 98	B: 5	C: 99	D: 1	E: -3	F: 108	G: 90	H: 93

> Cc1cc(=O)[nH]c2ccc(S(=O)(=O)Nc3ccccc3)cc12
  A: 108	B: -2	C: 109	D: 40	E: 2	F: 101	G: 112	H: 110

> CSc1nc(-c2ccco2)nn1C(=O)Cc1ccccc1
  A: 95	B: 10	C: 94	D: 0	E: -1	F: .	G: 92	H: 96

> Cc1sc2nc(-c3ccncc3)[nH]c(=O)c2c1-c1ccccc1
  A: 101	B: -3	C: 101	D: 54*	E: -11	F: 99	G: 99	H: 107

> CCn1nnc(-c2ccccc2NS(=O)(=O)c2ccc(C(=O)OC)cc2)n1
  A: 98	B: 8	C: 95	D: 0	E: -5	F: 99	G: 90	H: 102

> O=C(O)C1CCN(S(=O)(=O)c2ccc(N3CCCC3C(=O)O)c([N+](=O)[O-])c2)CC1 (configuration not stated)
  A: 97[may fluoresce green]	B: -12	C: 108[may fluoresce green]	D: 7	E: -5	F: 109[may fluoresce green]	G: 130[may fluoresce green]	H: 102[may fluoresce green]

> COC(=O)c1sc2nc[nH]c(=O)c2c1C
  A: 96	B: 4	C: 98	D: 2	E: 5	F: 97	G: 97	H: 98

> CCOC(=O)c1ccc(NC(=O)NNS(=O)(=O)c2cc(OC)ccc2OC)cc1
  A: 111	B: -8	C: 93	D: 3	E: 1	F: 76	G: 91	H: 104

> O=C(NC(NC(=S)Nc1c(Cl)cccc1Cl)C(Cl)(Cl)Cl)c1cccc([N+](=O)[O-])c1 (configuration not stated)
  A: 91	B: 1	C: 93	D: -1	E: -6	F: 87	G: 87	H: 89

> CC(=O)C1C(=O)CC(c2ccc(Cl)cc2)CC1=O (configuration not stated)
  A: 98	B: 3	C: 92	D: 0	E: 8	F: 109	G: 78	H: 82

> O=C(NCc1nnc(SCC(=O)N2CCN(c3ccccc3)CC2)o1)c1c(F)cccc1Cl
  A: 105	B: 6	C: 108	D: 0	E: -1	F: 94	G: 109	H: 99

> CNC(CC(C)C)C(=O)NC1C(=O)NC(CC(N)=O)C(=O)NC2C(=O)NC3C(=O)NC(C(=O)NC(C(=O)O)c4cc(O)cc(O)c4-c4cc3ccc4O)C(O)c3ccc(c(Cl)c3)Oc3cc2cc(c3OC2OC(CO)C(O)C(O)C2OC2C[C@](C)(N)C(O)C(C)O2)Oc2ccc(cc2Cl)C1O (some centres not stated)
  A: 96	B: 9	C: 87	D: 0	E: 1	F: 107	G: 89	H: 93

> CS(=O)(=O)Nc1nnc(SCC(=O)Nc2cccc([N+](=O)[O-])c2)s1
  A: 103	B: -8	C: 100	D: 0	E: 6	F: 95	G: 101	H: 102

> COc1ccc(CN2C(=O)c3cccnc3C2=O)cc1S(=O)(=O)N1CCCC(C)C1 (configuration not stated)
  A: 106	B: 1	C: 106	D: 2	E: 1	F: 101	G: 106	H: 114

> CC(C)(C)CC(C)(C)N=C1NS(=O)(=O)c2cc([N+](=O)[O-])ccc21
  A: 101	B: -3	C: 109	D: 2	E: -11	F: 98	G: 108	H: 99

> CCOc1cccc(C(=O)N2CCCCC2c2cccnc2)c1 (configuration not stated)
  A: 98	B: 12	C: 103	D: 6	E: 7	F: 99	G: 90	H: 101

> CCOC(=O)Nc1cc(C)c(Cl)cc1OC
  A: 98	B: -5	C: 94	D: 0	E: 7	F: 107	G: 99	H: 97

> Cc1cccc2c1OCC/C2=N\NC(=O)COc1ccccc1Cl
  A: 100	B: -3	C: 105	D: 5	E: 2	F: 107	G: 108	H: 108

> Cc1ccc(CNc2nc(C)cs2)cc1
  A: 100	B: 7	C: 99	D: 12	E: -3	F: 95	G: 97	H: 105

> Cc1ccccc1C(=O)NC(=S)NCc1ccccc1
  A: 104	B: -16	C: 96	D: 3	E: -3	F: 92	G: 98	H: 107

> CCC(=O)N(c1ccc(C(=O)O)cc1)c1nc(-c2ccc(OC)cc2)c(C)s1
  A: 99	B: 1	C: 98	D: 1	E: 8	F: 97	G: 96	H: 100

> CCc1ccc(C(=O)NCc2cccs2)s1
  A: 102	B: 2	C: 96	D: -1	E: 2	F: 105	G: 101	H: 101

> CO/N=C(\c1nonc1N)N1CCN(c2ccc([N+](=O)[O-])cc2Cl)CC1
  A: 100	B: -15	C: 108	D: -8	E: -12	F: 104	G: 100	H: 108

> O=C(Nc1cnn(Cc2ccc(Cl)cc2Cl)c1)c1noc2c1CCCC2
  A: 95	B: -5	C: 95	D: 31	E: -5	F: 120	G: 85	H: 95

> CC(=O)N(c1ccc(C)cc1)c1nc(C)cc(C)c1C#N
  A: 98	B: -1	C: 100	D: 18	E: 4	F: 103	G: 106	H: 103

> CC1CCN(C(=O)c2ccccc2NC(=O)Nc2ccccc2)CC1
  A: 114	B: 3	C: 119	D: 1	E: -2	F: 113	G: 114	H: 108

> CCCC(C)NC(=O)CSCc1ccc(OC)cc1 (configuration not stated)
  A: 107	B: 3	C: 107	D: 2	E: 5	F: 110	G: 102	H: 108

> O=C(Nc1cccc(Cl)c1)C1=CC=CN2CCS(=O)(=O)N=C12
  A: 106	B: 9	C: 102	D: 11	E: 10	F: 93	G: 112	H: 109

# At a glance, five of the compounds above.
# Field names – A = RPL19A-GFP yeast; B = proCasp7 act; C = AGP1 TOR yeast; D = AHR activator; E = proCasp3 act; F = LAP4 TOR yeast; G = CIT2 TOR yeast; H = MEP2-GFP yeast
> Cc1ccc(CNc2nc(C)cs2)cc1
  A: 100	B: 7	C: 99	D: 12	E: -3	F: 95	G: 97	H: 105

> Cc1ccccc1C(=O)NC(=S)NCc1ccccc1
  A: 104	B: -16	C: 96	D: 3	E: -3	F: 92	G: 98	H: 107

> CCC(=O)N(c1ccc(C(=O)O)cc1)c1nc(-c2ccc(OC)cc2)c(C)s1
  A: 99	B: 1	C: 98	D: 1	E: 8	F: 97	G: 96	H: 100

> CCc1ccc(C(=O)NCc2cccs2)s1
  A: 102	B: 2	C: 96	D: -1	E: 2	F: 105	G: 101	H: 101

> CO/N=C(\c1nonc1N)N1CCN(c2ccc([N+](=O)[O-])cc2Cl)CC1
  A: 100	B: -15	C: 108	D: -8	E: -12	F: 104	G: 100	H: 108

# Remaining list, next part.
# Field names – A = RPL19A-GFP yeast; B = proCasp7 act; C = AGP1 TOR yeast; D = AHR activator; E = proCasp3 act; F = LAP4 TOR yeast; G = CIT2 TOR yeast; H = MEP2-GFP yeast
> CSc1nc2ccccc2c(=O)n1C1CCCCC1
  A: 104	B: -2	C: 97	D: 0	E: 9	F: 92	G: 106	H: 101

> CN(C)C(=O)c1ccc(-c2n[nH]c(=O)c3ccccc23)cc1
  A: 104	B: 2	C: 104	D: 3	E: 6	F: 111	G: 104	H: 106

> COc1cc2c(C#CCCO)c(-c3ccsc3)oc(=O)c2cc1OC
  A: 93	B: 22	C: 90	D: 37	E: 12	F: 99	G: 82	H: 99

> Cc1ccccc1Nc1ncnc2c1cnn2Cc1ccccc1
  A: 107	B: 6	C: 111	D: -1	E: -2	F: 117	G: 96	H: 109

> Cc1cc(C)c(O)c(-c2n[nH]c3c2C(c2cccc(O)c2)N(Cc2ccco2)C3=O)c1 (configuration not stated)
  A: 115	B: -7	C: 102	D: 65*	E: -6	F: 103	G: 107	H: 111

> S=C(NNc1cccc(Cl)c1)NC1CCCCC1
  A: 100	B: -9	C: 107	D: 3	E: -7	F: 111	G: 104	H: 100

> Cc1ccc(-c2csc3nc4ccc(C(=O)NCCO)cc4c(=O)n23)cc1
  A: 106	B: -2	C: 90	D: 4	E: -3	F: 105	G: 83	H: 97

> COc1cccc(CN2C(=O)C(C)N(C(=O)c3c(F)cccc3F)c3ccccc32)c1 (configuration not stated)
  A: 103	B: 2	C: 101	D: 6	E: 1	F: 99	G: 95	H: 97

> CC(=O)NC(=S)Nc1ccccc1F
  A: 96	B: 8	C: 101	D: -1	E: 1	F: 98	G: 96	H: 101

> Cc1nn(-c2ccccc2)c(Cl)c1/C=C(\C#N)C(=O)NC(C)C
  A: 103	B: 5	C: 106	D: 3	E: 11	F: 111	G: 99	H: 94

> COc1ccc(S(=O)(=O)NNC(=O)Cc2csc(C)n2)cc1[N+](=O)[O-]
  A: 99	B: 6	C: 103	D: 0	E: -7	F: 95	G: 101	H: 96

> Cc1nc(NCc2ccc3c(c2)OCO3)c2nnn(Cc3ccccc3)c2n1
  A: 97	B: -4	C: 97	D: 1	E: 9	F: 100	G: 99	H: 102

# Source: PubChem BioAssay
